TRPML3 ag = human TRPML3 channel agonists, primary screen, cell-based, HEK293 TRPML3-YFP, Fluo-8 calcium fluorescence, 3 µM; 100% = the carbachol control signal; activation, % at 3 µM; Mucolipin-3 (Homo sapiens), Q8TDD5; hit rate 0.29% among 220,000;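 active = activation above its plate's cutoff, the mean activation of the plate's test wells plus 3 SD, cut at about 12% in these data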;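 note: 0% = DMSO only wells and 100% = carbachol wells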
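Material: TRPML3-YFP stable HEK293 cells | Dosing: One concentration, 3 µM nominal, 0.3% DMSO | Timing: 125 s total fluorescence read per well | Technique: Fluo-8 calcium dye fluorescence, ex 470-495, em 515-575 nm | Measure: Percent activation from peak-to-basal fluorescence ratio, scaled between DMSO and carbachol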
PPC-1+TRAIL kill = compounds killing PPC-1 cancer cells with TRAIL present, primary screen, TRAIL potentiator project, ATPLite luminescence, uHTS; cell killing (% activity), % at 4 µM; hit rate 0.41% among 220,000; PPC-1 cells + TRAIL, ATPLite viability luminescence;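 active = cell killing above 50% in the first pass at 4 µM, then a duplicate retest at 5 µM averaging 50% or more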;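 note: plate controls were cells with TRAIL plus DMSO for no effect and medium-only wells lacking cells for full effect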
NPY-Y1 PAM-ag = NPY-Y1 receptor potentiators or agonists, primary screen, cell-based. Neuropeptide Y receptor type 1 (Homo sapiens), P25929. NPY-Y1 expressing cells, potentiator/agonist activation. activation, % at 3.6 µM. hit rate 0.37% among 220,000. AID 1304, 2008; in the data active = activation above about 33%, passing the limit was not always enough;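 note: cells stimulated with NPY at EC10 then isoproterenol at EC100; 0% = low agonist plus stimulus and 100% = saturating agonist plus stimulus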
Target sequence (P25929 whole entry, looked up): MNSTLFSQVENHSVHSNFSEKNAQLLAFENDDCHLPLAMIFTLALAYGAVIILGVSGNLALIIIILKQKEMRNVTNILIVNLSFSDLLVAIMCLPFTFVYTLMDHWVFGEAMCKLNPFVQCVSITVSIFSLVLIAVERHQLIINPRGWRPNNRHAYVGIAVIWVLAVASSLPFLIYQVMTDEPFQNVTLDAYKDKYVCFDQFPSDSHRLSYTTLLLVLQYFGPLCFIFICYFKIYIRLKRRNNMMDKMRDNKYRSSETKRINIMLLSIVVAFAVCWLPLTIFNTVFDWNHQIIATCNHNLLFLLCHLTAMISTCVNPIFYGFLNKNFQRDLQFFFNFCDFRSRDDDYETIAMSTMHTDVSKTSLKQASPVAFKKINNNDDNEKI
NPY Y1 blocker = NPY-Y1 receptor antagonists, primary screen, cell-based; Neuropeptide Y receptor type 1 (Homo sapiens), P25929; HEK293-CNG Y1 cells, membrane potential fluorescence; NPY at EC95, then isoproterenol; inhibition, % at 3.6 µM; hit rate 1% among 200,000; AID 1040, 2008;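 active = inhibition above the campaign mean inhibition of all tested compounds plus 3 SD, cut at about 20% in these data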;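 note: 0% = DMSO wells given NPY plus isoproterenol and 100% = isoproterenol alone without NPY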
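Material: Y1- and CNG-channel-expressing HEK293 cells / Probe or stimulus: NPY 25 nM then isoproterenol 1 µM plus Ro 20-1724 25 µM / Doses: 3.6 µM single dose, DMSO 0.4% / Schedule: compound incubation 1 h at room temperature, readout 45 min post-stimulation / Signal: membrane potential fluorescence / Benchmarks: isoproterenol-only wells as full block versus NPY-plus-isoproterenol wells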
EP2 mod = EP2 receptor modulators, cAMP readout, primary screen, cell-based, HTRF cAMP, PGE2 stimulation; Prostaglandin E2 receptor EP2 subtype (Homo sapiens), P43116; EP2-expressing cells, cAMP HTRF FRET, PGE2 co-stimulation; induction, % at 25 µM; hit rate 0.83% among 260,000;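 active = compounds whose cAMP rise, as percent of the full-agonist control response, exceeds 60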;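 note: rat C6 glioma line stably carrying human EP2 under a CMV promoter; the protocol text gives 20 µM as final concentration; 100% = response of wells given 1 µM PGE2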
Target sequence (P43116 whole entry, looked up): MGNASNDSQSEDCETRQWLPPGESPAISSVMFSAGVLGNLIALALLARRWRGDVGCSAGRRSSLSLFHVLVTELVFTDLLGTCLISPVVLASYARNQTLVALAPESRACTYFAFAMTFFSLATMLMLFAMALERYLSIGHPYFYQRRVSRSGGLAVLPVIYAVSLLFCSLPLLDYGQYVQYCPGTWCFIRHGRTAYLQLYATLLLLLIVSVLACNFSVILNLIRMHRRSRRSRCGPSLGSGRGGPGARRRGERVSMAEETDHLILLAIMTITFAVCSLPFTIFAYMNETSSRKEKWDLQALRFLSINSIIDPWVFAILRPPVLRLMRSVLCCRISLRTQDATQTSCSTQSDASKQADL
PGE2 EP2 inh = human EP2 receptor antagonists, primary screen, TR-FRET cAMP, C6 glioma cells. Prostaglandin E2 receptor EP2 subtype (Homo sapiens), P43116. C6 glioma cells expressing human EP2; cells stimulated with saturating PGE2. inhibition, % at 25 µM. hit rate 0.52% among 260,000. AID 1422, 2008;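 active = percent inhibition above 40 after rounding to a whole number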;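 note: rat C6 glioma host cells with rolipram phosphodiesterase inhibitor present; the protocol text gives 20 µM as final concentration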
CHOP inhibitor = inhibitors of CHOP promoter induction, primary screen, cell-based, unfolded protein response, luciferase reporter; CHO-K1 CHOP-promoter luciferase, tunicamycin-induced, 15-18 h; hit rate 3.8% among 220,000; AID 2732, 2010; inhibition, % at 10 µM;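 active = compounds that reduced the stress-induced luciferase reporter signal by more than about 70% of percent inhibition, limit read from the data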;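 note: 0% = tunicamycin plus vehicle and 100% = wells without tunicamycin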
TRPN1 ag = zebrafish TRPN1 channel agonists, primary screen, cell-based, HEK293, calcium fluorescence; HEK293 zebrafish TRPN1-YFP, Fluo-8 calcium fluorescence; 100% = response to 87 µM carbachol; activation, % at 3 µM; AID 1424, 2008; hit rate 0.18% among 220,000;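 active = activation above its plate's cutoff, the mean activation of test wells on that plate plus 3 SD, cut at about 19% in these data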;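 note: 0% = DMSO alone and 100% = 87 µM carbachol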
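Material: zebrafish TRPN1-YFP in HEK293 cells; Doses: single test compound dose, 3 µM nominal, 0.3% DMSO; Timing: dye loading 1 h at 37 °C, then 30 min room temperature; Technique: intracellular calcium fluorescence with Fluo-8; Benchmarks: high carbachol 87 µM, low DMSO alone.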
14-3-3 Bad PPI = inhibitors of 14-3-3 zeta/Bad binding, primary screen, biochemical, TR-FRET, bovine 14-3-3 zeta; TR-FRET 14-3-3zeta/Dy647-pBad peptide displacement, 1 h; inhibition, % at 21.7 µM; hit rate 0.71% among 220,000; AID 781, 2007;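 active = inhibition above about 70%, limit read from the data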;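 note: 0% = full 14-3-3 plus peptide FRET controls and 100% = background without 14-3-3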
Target sequence (P63103 whole entry, looked up): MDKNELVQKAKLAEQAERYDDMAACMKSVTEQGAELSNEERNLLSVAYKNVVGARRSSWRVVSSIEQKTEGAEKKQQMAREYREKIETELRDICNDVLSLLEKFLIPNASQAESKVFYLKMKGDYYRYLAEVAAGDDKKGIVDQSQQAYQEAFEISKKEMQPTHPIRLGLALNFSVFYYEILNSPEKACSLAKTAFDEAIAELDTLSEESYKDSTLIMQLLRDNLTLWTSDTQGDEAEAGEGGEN
* hit, by the source's call; · = no result given; & = joins results of further samples; [ ] = dose if it differs, or a comment. Not all compounds are listed; count on the stated rates, not on these rows.

SMILES	TRPML3 ag	PPC-1+TRAIL kill	NPY-Y1 PAM-ag	NPY Y1 blocker	EP2 mod	PGE2 EP2 inh	CHOP inhibitor	TRPN1 ag	14-3-3 Bad PPI
COc1ccc(C2C(C(=O)Nc3cccc(C)n3)CCC(=O)N2c2ccc(OC)cc2)cc1 (centres undefined)	-0.8	2	-4	-2	24	14	17	-1.1	·
CN1CCN(Cc2ccc(Sc3ccc(Cl)cc3)c([N+](=O)[O-])c2)CC1	1.3	29	22	-5	-59	7	-3	2.3	3
CCc1c(O)nc(SCC(=O)Nc2ccccc2)n(-c2ccccc2)c1=O	0.9	8	-2	2	38	9	34	1.4	-9
CC1CCCCN1Cc1c(O)ccc2c(=O)c(-c3nc4ccccc4s3)coc12 (centres undefined)	0.8	15	19	·	-29	22	29	3.0	-6
O=C(O)Cn1nnnc1SCC(=O)Nc1ccccc1F	1.0	-34	5	1	11	6	-16	3.3	3
CC(C)n1c(N2CCN(C(=O)N3CCCCC3)CC2)nc2ccccc21	-0.1	9	2	2	-8&14	4&14	10	0.6	-12[fluorescence artefact?]
Brc1csc2ncccc12	0.4	-1	6	·	14	9	5	1.4	0
CC(C)c1[nH]nc2c1C(c1cccnc1)C(C#N)=C(N)O2 (centres undefined)	0.3	-2	-5	1	15	8	23	1.4	-20[fluorescence artefact?]
COc1ccccc1NC(=O)CSc1nc(N)c(C#N)cc1C#N	0.2	18	-7	2	-44	11	3	0.4	11
CCc1cc2c(=O)n(C(C)C(=O)OC3CCCCC3)cnc2s1 (centres undefined)	-0.8	-10	-27	4	6	13	72*	-0.2	-2
c1ccc(Cc2nnc3n2CCCCC3)cc1	1.1	12	13	4	-4	10	10	0.0	37
O=C(CSc1nc2ccccc2[nH]1)NCCCn1ccnc1	0.7	3	-9	0	8	-4	17	3.1	10[fluorescence artefact?]
CCCCN=C1CC(C)(C)CC(=O)/C1=C(/O)CCCN1C(=O)c2ccccc2C1=O	-1.8	20	13	3	19	2	19	-2.8	4
COc1ccc(-c2nnn(CC(=O)OC3CCCCC3)n2)cc1OC	-0.1	5	-40	16	8	11	39	0.6	-9
CN(C)c1cccc(C(=O)Nc2cccc(F)c2)c1	0.4	34	-15	1	-17	16	8	-0.9	-7[fluorescence artefact?]
N#CC(=C=[N-])c1nc2ccccc2nc1-[n+]1cccc(NC(=O)c2cccs2)c1	1.2	-7	4	·	-28	8	-1	1.1	2
CC(=O)C(/C=N/c1cc(-c2ccc(C)cc2)nn1-c1ccccc1)=C(\C)O	-0.5	14	-2	0	-17	10	-8	-1.2	7
Cc1c(C)n(C)c2ccc(C(=O)Nc3cccc4ccccc34)cc12	-0.7	15	-20	10	-14	14	17	0.5	-24
CC(C)CCN1C(=O)c2ccc(C(=O)Nc3c[nH]c(=O)[nH]c3=O)cc2C1=O	0.8	29	9	0	22	7	22	1.5	-2
Cc1ccc(N2C(=O)CC(N3CCN(C)CC3)C2=O)cc1 (centres undefined)	0.6	6	-23	-1	23	9	1	-0.4	7
Cc1cc2nc(CCl)cc(=O)n2[nH]1	0.9	-6	-5	4	39	3	18	1.4	-20
CCC(C)N(C)C1CCN(C(=S)Nc2cccc(SC)c2)CC1 (centres undefined)	-0.3	19	2	-2	-13	3	-3	0.1	-1
CC1(C)CC(N2CCCC2)=CC(=[N+]2CCCCCC2)C1	-0.2	40	-25	26*	-30	10	33	0.3	6
CCOC(=O)C1(CCCc2ccccc2)CCN(Cc2cnc(C)s2)CC1	2.0	4	3	11	12	11	28	-0.1	-3
CCN1CCN(CC(=O)Nc2cccc(C)c2C)C(=O)C1=O	0.3	5	-9	6	10	12	5	-0.3	5[fluorescence artefact?]
COc1cccc(C2C(C#N)=C(N)Oc3cc(C)n(Cc4ccccn4)c(=O)c32)c1OC (centres undefined)	-0.1	-5	0	-1	-1	11	17	0.9	-5
Cc1c(C=O)n(C)n(-c2ccccc2)c1=O	1.2	14	8	2	21	11	26	1.0	-13
CC1CN(C(=O)COc2ncnc3ccccc23)CC(C)O1 (centres undefined)	1.2	6	5	-3	21	9	29	1.7	-6[fluorescence artefact?]
Cc1ccc(C(=O)c2coc3ccc(O)c(Cl)c23)cc1	-0.7	2	-14	-3	-58	13	29	-1.7	·
O=C(NNC(=O)C1C2CCC(C2)C1C(=O)O)c1cccc(Cl)c1 (centres undefined)	0.6	19	-9	9	24	4	27	-0.4	-3
COc1cccc(-c2nc(-c3ccc(NC(=O)c4ccncc4)cc3)no2)c1	0.3	2	-4	-1	-13	7	30	1.6	-7[fluorescence artefact?]
CC(C)n1c(-c2ccco2)csc1=Nc1cccnc1	-0.1	13	-3	13	39	8	58	-1.2	-9
CC(=O)c1cc2c(cc1NS(=O)(=O)c1ccc3c(c1)OCCO3)OCO2	1.1	10	-12	-7	2	11	43	1.0	11
Cc1nccn1CC(O)COC1CCCCC1 (centres undefined)	1.0	-20	20	-5	29&7	8&8	35	0.5	49[fluorescence artefact?]
CC(C)CCN1CCN(Cc2ccc(C#CC(C)(C)O)s2)CC1CCO (centres undefined)	1.1	13	4	4	-36	9	8	3.5	8
COc1cc(OC)cc(C(=O)NCc2cccnc2)c1	-0.2	-4	10	1	-4	11	-7	-1.0	-5[fluorescence artefact?]
Cc1ccc(S(=O)(=O)NCc2ccncc2)cc1	2.9	6	-15	0	16&3	19&7	·	9.3	3
N#C/C(=C(\O)Cc1ccccc1)c1nc2ccccc2[nH]1	0.4	2	11	1	-16	8	17	1.2	48
COc1cc(CN2CCNC(=O)C2CC(=O)N2CCCCO2)cc(OC)c1 (centres undefined)	0.2	-1	-1	5	23	6	-2	1.0	-1
O=C(Nc1cccc(Cl)c1)N1CCN(Cc2ccccc2)CC1	0.9	15	-10	6	-1	22	5	2.2	13[fluorescence artefact?]

A different layout for some results above:
CN(C)c1cccc(C(=O)Nc2cccc(F)c2)c1
  TRPML3 ag: 0.4
  PPC-1+TRAIL kill: 34
  NPY-Y1 PAM-ag: -15
  NPY Y1 blocker: 1
  EP2 mod: -17
  PGE2 EP2 inh: 16
  CHOP inhibitor: 8
  TRPN1 ag: -0.9
  14-3-3 Bad PPI: -7[fluorescence artefact?]
N#CC(=C=[N-])c1nc2ccccc2nc1-[n+]1cccc(NC(=O)c2cccs2)c1
  TRPML3 ag: 1.2
  PPC-1+TRAIL kill: -7
  NPY-Y1 PAM-ag: 4
  NPY Y1 blocker: ·
  EP2 mod: -28
  PGE2 EP2 inh: 8
  CHOP inhibitor: -1
  TRPN1 ag: 1.1
  14-3-3 Bad PPI: 2
CC(=O)C(/C=N/c1cc(-c2ccc(C)cc2)nn1-c1ccccc1)=C(\C)O
  TRPML3 ag: -0.5
  PPC-1+TRAIL kill: 14
  NPY-Y1 PAM-ag: -2
  NPY Y1 blocker: 0
  EP2 mod: -17
  PGE2 EP2 inh: 10
  CHOP inhibitor: -8
  TRPN1 ag: -1.2
  14-3-3 Bad PPI: 7
Cc1c(C)n(C)c2ccc(C(=O)Nc3cccc4ccccc34)cc12
  TRPML3 ag: -0.7
  PPC-1+TRAIL kill: 15
  NPY-Y1 PAM-ag: -20
  NPY Y1 blocker: 10
  EP2 mod: -14
  PGE2 EP2 inh: 14
  CHOP inhibitor: 17
  TRPN1 ag: 0.5
  14-3-3 Bad PPI: -24

(continued)
SMILES	TRPML3 ag	PPC-1+TRAIL kill	NPY-Y1 PAM-ag	NPY Y1 blocker	EP2 mod	PGE2 EP2 inh	CHOP inhibitor	TRPN1 ag	14-3-3 Bad PPI
CCn1cc(-c2ccnc3cc(C(=O)O)nn23)c(C)n1	1.1	21	-16	0	4	4	8	-0.1	4
CCC1Oc2ccccc2N(CC(=O)NCCc2ccc(OC)c(OC)c2)C1=O (centres undefined)	0.5	21	10	0	-3	4	5	-0.4	4
CCOC(=O)CCCNc1ccc([N+](=O)[O-])cc1[N+](=O)[O-]	-0.3	1	-31	-2	-1	5	-9	-0.5	14
Cc1ccccc1C(=O)N1CCN(c2ccc([N+](=O)[O-])c(NCc3ccco3)c2)CC1	-0.2	15	-18	1	-17	7	41	0.2	-10
CC(C)NCC1CCc2cc(CO)c([N+](=O)[O-])cc2N1 (centres undefined)	0.7	12	4	·	-22	9	1	1.3	-4
CC(C)c1ccc(NC(=O)COc2ccccn2)cc1	0.2	2	-23	-4	-17	95*	-28	-0.4	3
COC(=O)Cc1ccc(NC(=S)N2CCN(c3ccc(OC)cc3)CC2)cc1	0.9	19	11	4	-3	6	29	0.4	-1
COc1cc(Cl)c(C)cc1NC(=O)CCCN1C(=O)CCC1=O	1.2	-29	5	4	21	12	37	-1.4	-6
C=CCSc1nnc(CNC(=O)c2ccc(Cl)cc2)n1CC	-0.5	17	-26	-2	17	3	-7	-1.4	0
COc1ccc(C(=O)C[n+]2ccccc2C)cc1	1.1	26	-20	-2	11	6	-31	0.2	0[fluorescence artefact?]
CCCNC(=S)N1CCC(NC(=O)C2CCCCC2)CC1	1.2	16	4	-3	1	4	10	-0.5	-3
Oc1ccccc1/C=N/Nc1nccnc1Cl	0.3	27	-6	-1	-5	2	65	-0.7	1
O=c1[nH]nc(SCc2nnc(-c3cccc(Cl)c3)o2)n1C1CCCCC1	0.0	1	-9	·	-5	7	11	4.0	3
O=C(NCc1ccc(Cl)cc1)c1ccc(CSc2nc3ccncc3[nH]2)cc1	-0.1	-7	9	·	-68	7	4	-0.4	-1

Entries of single compounds, quoted from the list. Order of screens: TRPML3 ag, PPC-1+TRAIL kill, NPY-Y1 PAM-ag, NPY Y1 blocker, EP2 mod, PGE2 EP2 inh, CHOP inhibitor, TRPN1 ag, 14-3-3 Bad PPI
CC(C)NCC1CCc2cc(CO)c([N+](=O)[O-])cc2N1 (centres undefined) in the list: 0.7, 12, 4, ·, -22, 9, 1, 1.3, -4
CCCNC(=S)N1CCC(NC(=O)C2CCCCC2)CC1 in the list: 1.2, 16, 4, -3, 1, 4, 10, -0.5, -3
CCOC(=O)CCCNc1ccc([N+](=O)[O-])cc1[N+](=O)[O-] in the list: -0.3, 1, -31, -2, -1, 5, -9, -0.5, 14
Oc1ccccc1/C=N/Nc1nccnc1Cl in the list: 0.3, 27, -6, -1, -5, 2, 65, -0.7, 1

High-throughput results deposited in PubChem BioAssay by several laboratories.
